FBW7 act: activators of human E3 ligase FBW7; 650,000 compounds, 0.13% hits; normalized activity (activation), % at 26.1 µM; Q969H0; AlphaScreen FBW7–phospho-cyclin E peptide binding, activator screen; in the data active = normalized activity above about 1.9%;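 also: purified mutant Fbw7 with reduced substrate affinity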
Target sequence (Q969H0 whole entry, looked up): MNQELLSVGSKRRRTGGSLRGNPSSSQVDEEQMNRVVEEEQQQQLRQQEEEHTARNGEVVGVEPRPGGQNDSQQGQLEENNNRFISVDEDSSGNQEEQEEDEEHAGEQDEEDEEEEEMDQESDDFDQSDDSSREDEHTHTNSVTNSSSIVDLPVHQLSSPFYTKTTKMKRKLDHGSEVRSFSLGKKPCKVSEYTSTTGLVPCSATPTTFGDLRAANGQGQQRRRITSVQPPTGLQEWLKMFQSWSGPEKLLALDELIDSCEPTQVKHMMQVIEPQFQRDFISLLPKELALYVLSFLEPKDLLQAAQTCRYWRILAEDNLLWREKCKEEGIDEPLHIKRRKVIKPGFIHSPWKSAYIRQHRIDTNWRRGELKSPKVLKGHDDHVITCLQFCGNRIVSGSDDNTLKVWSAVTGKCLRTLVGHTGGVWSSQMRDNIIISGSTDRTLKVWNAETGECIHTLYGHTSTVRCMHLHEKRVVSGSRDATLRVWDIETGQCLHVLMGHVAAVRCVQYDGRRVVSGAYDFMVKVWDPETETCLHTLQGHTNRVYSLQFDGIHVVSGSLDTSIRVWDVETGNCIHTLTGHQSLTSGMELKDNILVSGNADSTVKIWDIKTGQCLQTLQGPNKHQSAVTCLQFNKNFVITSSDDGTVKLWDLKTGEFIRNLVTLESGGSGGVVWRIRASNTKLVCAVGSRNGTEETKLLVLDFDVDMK
GPR151 activ: human GPR151 activation; PathHunter beta-arrestin GPR151 cells, luminescence; activation, % at 11.2 µM; 650,000 compounds, 1% hits; AID 1508602; in the data active = activation above about 4.9%;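 also: 0% = median of compound wells and 100% = cells with positive control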
TEAD-YAP block: TEAD-YAP interaction inhibition | HEK-TIYL cells, TEAD-Gal4/YAP UAS-luciferase luminescence | inhibition, % at 9.12 µM | 640,000 compounds, 1.4% hits | AID 1259422; in the data active = inhibition above about 32%;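 also: 0% = median of test compound wells and 100% = reference inhibitor wells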
MITF primary: blocks human microphthalmia-associated transcription factor; O75030; AlphaScreen MITF homodimerization, bead proximity signal; inhibition, % at 2.6 µM; 650,000 compounds, 0.91% hits; AID 1259374; in the data active = inhibition above about 50%;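 also: 0% = vehicle wells with protein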
Starred values were filed as active, the others as inactive; · = not tested or not shown. Hits appear at their usual frequency, and some 3.5% of all compounds hit somewhere here.

Start of the listing, in advance, 7 compounds:
SMILES | FBW7 act | GPR151 activ | TEAD-YAP block | MITF primary
O=C(Nc1ccc2oc(-c3ccc4ccccc4c3)nc2c1)c1ccccc1F | -0.1 | 0.4 | -4 | 4
CCOc1ccc(NC(=O)Nc2ccc(C)c(N3CCCCC3=O)c2)cc1 | 0.0 | 0.8 | -8 | 4
O=C(Nc1nnc(COc2ccc(F)cc2)s1)c1ccco1 | 0.1 | 2.3 | -5 | -2
O=C(CCCn1sc2ccccc2c1=O)NCc1cccs1 | -0.4 | -0.3 | -10 | 4
CC1(C)C(=O)C2(CCCCC2)C(=O)OC1c1ccc(O)cc1 (stereo not given) | 0.0 | 1.6 | 5 | 16
Cc1cccc(NC(=O)C2(c3ccccc3)CC2(Cl)Cl)c1 (stereo not given) | 0.1 | 0.4 | 2 | 11
COC(=O)c1sc(=S)n(-c2cc(F)ccc2F)c1N | -0.1 | -1.3 | -19 | -4

The listing (from the top)
SMILES | FBW7 act | GPR151 activ | TEAD-YAP block | MITF primary
O=C(Nc1ccc2oc(-c3ccc4ccccc4c3)nc2c1)c1ccccc1F | -0.1 | 0.4 | -4 | 4
CCOc1ccc(NC(=O)Nc2ccc(C)c(N3CCCCC3=O)c2)cc1 | 0.0 | 0.8 | -8 | 4
O=C(Nc1nnc(COc2ccc(F)cc2)s1)c1ccco1 | 0.1 | 2.3 | -5 | -2
O=C(CCCn1sc2ccccc2c1=O)NCc1cccs1 | -0.4 | -0.3 | -10 | 4
CC1(C)C(=O)C2(CCCCC2)C(=O)OC1c1ccc(O)cc1 (stereo not given) | 0.0 | 1.6 | 5 | 16
Cc1cccc(NC(=O)C2(c3ccccc3)CC2(Cl)Cl)c1 (stereo not given) | 0.1 | 0.4 | 2 | 11
COC(=O)c1sc(=S)n(-c2cc(F)ccc2F)c1N | -0.1 | -1.3 | -19 | -4
COc1ccc(OC)c(N2C(=O)C(Cl)=C(Nc3ccc(C)cc3C)C2=O)c1 | -0.2 | 0.1 | -8 | 9
O=C(CCC(=O)Nc1ccc(I)cc1)N/N=C/c1cccnc1 | 0.1 | -2.3 | 3 | 20
CNc1nnc(-c2sc(N)nc2C)s1 | 0.2 | -1.5 | 7 | 7
CCN(CC)c1ccc2cc(N3C(=O)CCC3=O)c(=O)oc2c1 | 0.1 | 1.1 | 62* | 8
COCCN(CCOC)S(=O)(=O)c1ccc(C(=O)N=c2sc3cc(F)ccc3n2C)cc1 | 0.0 | 0.8 | 1 | -9
O=C(NCCc1ccccc1)/C(=C/c1ccc(-c2ccc(Cl)cc2Cl)o1)NC(=O)c1ccccc1 | -0.1 | -0.4 | 2 | 6
O=C(COc1ccc([N+](=O)[O-])cc1)Nc1ccc(Cl)cc1 | 0.5 | -0.9 | 9 | 13
CCN1c2ccc(S(=O)(=O)N3CCOCC3)cc2N(Cc2cc(C#N)n(C)c2C)C1C (stereo not given) | 0.3 | -0.6 | -9 | 46
O=C(NC(Nc1ccc(F)cc1)C(Cl)(Cl)Cl)c1ccco1 (stereo not given) | 0.8 | 0.2 | -1 | 17
CC(C)C(=O)N1CCCC(c2nnc(-c3cccs3)o2)C1 (stereo not given) | -0.1 | 2.1 | 0 | 0
Cc1ccccc1C1C2=C(CCCC2=O)Nc2c1c(=O)[nH]c(=O)n2C (stereo not given) | 0.2 | 2.1 | 2 | 8
FC(F)(F)c1ccc(Cn2cnc3c(NC4CCN(Cc5ccccc5)CC4)nc(Nc4ccc(-n5ccnc5)cc4)nc32)cc1 | -0.2 | -1.8 | -14 | 23
O=C1N[C@@H](Cc2ccc(O)cc2)C(=O)N2C[C@@H](NCc3ccccc3)C[C@@H]12 | 1.2 | -0.2 | -10 | 8
COC(=O)C(CCSC)Nc1c([N+](=O)[O-])cc(C(=O)O)cc1[N+](=O)[O-] (stereo not given) | 0.8 | -0.9 | 7 | 8
O=[N+]([O-])c1c(NCCc2ccccc2)ccc2nsnc12 | 0.0 | 3.9 | -10 | 2
CC1CCCN(c2nc3c(c(=O)[nH]2)CN(Cc2cccn2-c2cccnc2)CC3)C1 (stereo not given) | 0.0 | -0.8 | -9 | 19
COc1cc2nc(N3CCCC(O)C3)c(CNC(C)C)cc2c(OC)c1OC (stereo not given) | -0.1 | 1.2 | 6 | 3
COc1ccccc1N1CCN(c2ncnc3sc(C(=O)N4CCN(C)CC4)c(C)c23)CC1 | 0.0 | -0.5 | 11 | 13

An excerpt of these results, tab-delimited:
Structure	FBW7 act	GPR151 activ	TEAD-YAP block	MITF primary
O=C(Nc1ccc2oc(-c3ccc4ccccc4c3)nc2c1)c1ccccc1F	-0.1	0.4	-4	4
CCOc1ccc(NC(=O)Nc2ccc(C)c(N3CCCCC3=O)c2)cc1	0.0	0.8	-8	4

Going on with the list:
SMILES | FBW7 act | GPR151 activ | TEAD-YAP block | MITF primary
Cc1cccc(NC(=O)CSc2nnc3c(n2)-c2cccc4cccc-3c24)c1C | -0.2 | -0.6 | 12 | -2
O=C1c2ccccc2CCC1C(O)c1ccccn1 (stereo not given) | -0.2 | 0.8 | -18 | 2
CC1(C)CC(n2c(=S)[nH]c3c(c2=O)C2(CCCCC2)Cc2ccccc2-3)CCO1 (stereo not given) | 0.0 | -1.4 | -2 | 2
N#Cc1ccc(/C=C2\SC(=S)N(CC(=O)O)C2=O)cc1 | -0.5 | -0.9 | 1 | 2
Cc1ccc2c(c1)c(=O)c1ccccc1n2CCCC(=O)Nc1ccc(F)cc1Cl | -0.1 | -1.1 | -2 | -6
O=C(Cc1ccc2c(c1)OCO2)Nc1cc(Nc2ccccc2-c2nn[nH]n2)c(C(F)(F)F)cn1 | 1.1 | -0.8 | 5 | 10
CSc1ccc(CN2CCC(Oc3cccc(C(=O)N4CCCC4)c3)CC2)cc1 | -0.1 | -0.2 | 9 | 9
Cc1cc(C)c(S(=O)(=O)Nc2ccc(F)cc2)c(C)c1 | 0.1 | -0.4 | -5 | -7
COc1cc(C2C(C#N)=C(N)Oc3n[nH]c(-c4ccccc4)c32)ccc1O (stereo not given) | 0.0 | -0.5 | 9 | 12
Cc1cc(C)c(S(=O)(=O)/N=C2\C=CC(=O)C(Br)=C2)cc1C | -0.1 | -0.3 | 2 | -9
CCOC(=O)N1CCN(S(=O)(=O)c2ccc3c4c(cccc24)C(=O)N3CC)CC1 | 0.3 | 1.3 | -5 | 9
Cc1cccc(-c2nc(Nc3ccc(C)c(Cl)c3)c3ccccc3n2)c1 | 0.1 | 1.5 | -2 | 2
CCOc1ccc(N(CC(=O)O)CC(=O)O)cc1 | -0.2 | 1.0 | -6 | -4
O=c1[nH]c(CS(=O)(=O)c2ccc(Cl)cc2)nc2ccccc12 | -0.2 | 2.4 | -1 | -5
COc1ccc(N2C(=O)C3CCCN3C2c2cc(OC)ccc2OC)cc1 (stereo not given) | 0.8 | 0.2 | 9 | 18
CCS(=O)(=O)N1CCC(C(=O)Nc2ccc(NC(=O)c3ccccc3)cc2)CC1 | -0.1 | 0.4 | -4 | -8
COc1cccc(C(O)c2nc3ccccc3n2C(C)C)c1OC (stereo not given) | 0.0 | 1.8 | 7 | 12
Cc1ccc(-c2nc(-c3ccncc3)no2)cc1Cl | 0.0 | 1.5 | -31 | 6
O=C(NCc1ccco1)c1cc2c(s1)CCC2 | 0.0 | -0.6 | -11 | 21
Cc1ccc(-c2nc3ccccc3c(=O)n2NC(=O)c2ccc(F)cc2Cl)cc1C | 0.0 | 0.3 | 3 | 12
FC(F)(F)c1ccc(Nc2nccc(NCc3cccc(C(F)(F)F)c3)n2)cc1 | 0.0 | 0.8 | 10 | 6
C=C(C)Cn1c(-c2ccc(OC)c(OC)c2)n[nH]c1=S | 0.0 | 0.2 | 5 | -1
O=C(NC1(C(F)(F)F)NC(=O)N(c2ccccc2F)C1=O)c1ccc(Cl)cc1 (stereo not given) | 0.0 | 2.8 | 4 | -5
O=C(Cn1ncn2cccc2c1=O)NCCc1ccccc1 | -0.2 | -1.3 | -2 | -4
CC(C)(Oc1ccc(Cl)cc1)C(=O)Nc1ccc2cn[nH]c2c1 | -0.5 | 2.5 | -6 | 6

In the list so far, three contain a COOH group:
SMILES | FBW7 act | GPR151 activ | TEAD-YAP block | MITF primary
COC(=O)C(CCSC)Nc1c([N+](=O)[O-])cc(C(=O)O)cc1[N+](=O)[O-] (stereo not given) | 0.8 | -0.9 | 7 | 8
N#Cc1ccc(/C=C2\SC(=S)N(CC(=O)O)C2=O)cc1 | -0.5 | -0.9 | 1 | 2
CCOc1ccc(N(CC(=O)O)CC(=O)O)cc1 | -0.2 | 1.0 | -6 | -4

Record cards, from the list above.
Record of Cc1cccc(NC(=O)CSc2nnc3c(n2)-c2cccc4cccc-3c24)c1C : FBW7 act: -0.2; GPR151 activ: -0.6; TEAD-YAP block: 12; MITF primary: -2
Record of CSc1ccc(CN2CCC(Oc3cccc(C(=O)N4CCCC4)c3)CC2)cc1 : FBW7 act: -0.1; GPR151 activ: -0.2; TEAD-YAP block: 9; MITF primary: 9
Record of COc1cc(C2C(C#N)=C(N)Oc3n[nH]c(-c4ccccc4)c32)ccc1O (stereo not given) : FBW7 act: 0.0; GPR151 activ: -0.5; TEAD-YAP block: 9; MITF primary: 12

Remaining list, next part.
SMILES | FBW7 act | GPR151 activ | TEAD-YAP block | MITF primary
CCOc1cnn(-c2cccc(Cl)c2)c(=O)c1Cl | -0.2 | -1.3 | -11 | 0
CC(=O)NC(=S)Nc1cccc2ccccc12 | -0.2 | 0.8 | 4 | -12
O=C(Oc1ccc(Br)cc1)c1cccc([N+](=O)[O-])c1 | 0.0 | 1.4 | -3 | 11
O=C(O)CC1S/C(=N/N=C/c2ccc(-c3ccccc3[N+](=O)[O-])o2)NC1=O (stereo not given) | -0.4 | -1.0 | -2 | 9
COc1ccc(C2CC(=O)C3=C(C2)NC(C)=C(C(=O)OC(C)C)C3c2ccc(OC)c(OC)c2)cc1 (stereo not given) | 1.6 | 1.1 | -7 | 24
Cc1ccc(NC(=O)C2Sc3nnc(C)n3NC2c2ccccc2)cc1 (stereo not given) | -0.1 | -0.1 | 10 | 8
O=C(NCc1ccccc1)C(=Cc1ccc(O)c(O)c1)C(=O)NCc1ccccc1 | 0.1 | 1.7 | -2 | 3
CCC(C)(C)NC(=O)CCS(=O)(=O)c1cc2c(cc1Cl)NC(=O)CO2 | -0.3 | 1.2 | 4 | -19
CC1CCN(Cc2c(C(=O)N/N=C/c3ccccc3)nnn2-c2nonc2N)CC1 | -0.1 | -0.4 | 1 | -4
COC(=O)C1=C(C)N(Cc2ccccc2)C(=O)N[C@H]1c1cccs1 | 0.1 | -1.6 | · | 21
CN(C)CCNC(=O)C1CN(Cc2ccccc2)CCN1C(=O)Nc1cccc(C#N)c1 (stereo not given) | 0.1 | 2.0 | 1 | -10
O=C(NCc1ccc(Cl)cc1Cl)C(=O)N/N=C/c1ccccc1F | 0.7 | 0.6 | 4 | 9
Cc1nc2sc3c(c2c2n[nH]c(=S)n12)CCC3 | 0.0 | -1.7 | -2 | -2
O=C(N1CCN(CC(O)c2cccs2)CC1)C1(c2ccccc2)CCOCC1 (stereo not given) | 0.7 | -2.0 | -2 | 21
O=C1CCc2cc(S(=O)(=O)N3CCCCCC3)ccc2N1 | -0.1 | 0.6 | 2 | 4
Cc1cccc(NC(=O)c2ccc(N(C)Cc3ccccc3)c([N+](=O)[O-])c2)c1 | 0.3 | -4.4 | -19 | 13
O=C(NCc1ccccc1)c1cccc(Nc2cnccn2)n1 | -0.3 | 0.2 | 4 | 6
COc1ccc(CCNC(=O)c2cncc(Nc3ncccn3)c2)cc1 | 0.1 | 6.9* | 1 | -1
Cc1ccc(NC(=O)CCOc2ccccc2)c(C)c1 | -0.1 | 0.1 | -11 | -7
O=C(NC1CC1)c1ccnc(N2CCCC2CO)c1 (stereo not given) | 0.2 | -2.0 | -4 | 16
O=C(CN1CCOCC1)NNc1nc(-c2ccccc2)c2cc(Cl)ccc2n1 | 0.1 | 0.9 | 19 | 3
C=CCN1C(=O)/C(=C/c2ccc(Cl)cc2)C(=O)NC1=S | -0.4 | 16* | 0 | 5
Cc1ccc(S(=O)(=O)N2CCN(C(=O)Oc3ccc([N+](=O)[O-])cc3)CC2)cc1 | 0.6 | -0.2 | 6 | 23
CCOc1ccc(C(=O)OCC(=O)Nc2ccc(C(N)=O)cc2)cc1 | 0.0 | 1.9 | -1 | 16
O=C(Cn1ncc2c1-c1ccccc1OC2)N1CCCCCC1 | -0.2 | 1.0 | 9 | -4
COc1cccc(N=Cc2c(C)[nH]n(-c3ccccc3)c2=O)c1 | 0.0 | -0.1 | -7 | -9
Cc1nc2c(C(=O)NC3CCCC3)cnn2c(C)c1Cc1cccc(Br)c1 | 0.0 | -0.5 | 10 | -3

Screening data (PubChem BioAssay)
